AmpC inh no detg: AmpC beta-lactamase inhibition without detergent; P00811; AmpC nitrocefin hydrolysis, absorbance 480 nm, 0.0001% Triton; Potency, µM (doses to about 57.1 µM), inactives show at the highest dose activity change, negative = inhibition, actives largely listed as inhibitors; actives 0.52% (n = 330,000);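 further: potency means the concentration at half of the fitted maximal effect; plate controls were no compound for no effect and no enzyme for full effect; nearly all actives have a fitted effect of over 20% in size; some results filed as inactive show a strong effect at the top dose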
Target sequence (P00811 whole entry, looked up): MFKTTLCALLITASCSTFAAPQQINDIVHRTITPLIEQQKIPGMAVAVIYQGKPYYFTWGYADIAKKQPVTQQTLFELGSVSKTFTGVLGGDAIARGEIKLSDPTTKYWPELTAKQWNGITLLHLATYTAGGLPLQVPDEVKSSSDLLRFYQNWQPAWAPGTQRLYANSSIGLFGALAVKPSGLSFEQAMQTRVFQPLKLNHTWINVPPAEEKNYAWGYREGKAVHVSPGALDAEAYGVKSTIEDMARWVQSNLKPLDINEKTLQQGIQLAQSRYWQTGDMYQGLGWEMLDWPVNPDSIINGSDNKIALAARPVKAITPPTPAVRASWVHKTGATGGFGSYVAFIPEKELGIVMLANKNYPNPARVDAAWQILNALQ
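AmpC (5.3 nM in the dispensed reagent) in 20 mM phosphate pH 7.0 with 0.01% (detergent screen) or 0.0001% Triton X-100 was preincubated with compounds for 15 min at room temperature. Nitrocefin was then added from an 800 uM solution, and hydrolysis was followed at 480 nm.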
Sm TGR inh: inhibitors of Schistosoma mansoni thioredoxin glutathione reductase. Q962Y6. Potency, µM (series often up to 114 µM), inactives show at the top dose activity change, negative = inhibition, hits mostly inhibitors. actives 3% (n = 360,000). purified TGR, DTNB reduction, TNB absorbance 405 nm; further: potency means the concentration at half of the fitted maximal effect; nearly all actives have a fitted effect of over 60% in size
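TGR 20 nM + NADPH 100 uM (dispensed conc.), cpd preinc 15 min RT; start with NADPH (500 uM addition) then DTNB (15 mM addition). Kinetic TNB absorbance, 405 nm filter. Four-parameter Hill fit across titration.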
HCV inhibitor: blocks hepatitis C virus; actives 3.4% (n = 340,000); Potency, µM (titrated, usually from 41.8 µM), inactives show top-dose activity change, negative = inhibition, usual class: inhibitors; Huh7.5.1 HCVcc-Cre infection, luciferase reporter, 44 h; AID 651820; further: potency means the concentration at half of the fitted maximal effect
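Cells (1,000/well) were plated 4 h before compound, then infected with HCVcc-Cre virus (~0.5 moi). After 44 h further culture, infection was read as luciferase luminescence following a 15 min substrate incubation at room temperature.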
HCMV inh: human cytomegalovirus inhibition. HFF cells, HCMV-luciferase reporter, 72 h; stronger effect = lower value. activity change, negative = inhibition, % at 57.5 µM. AID 1259415. actives 4.5% (n = 410,000); in the data active means activity change below about -60%; inconclusive means no clear call, values can overlap the other calls; inactive means above about -39%
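Steps: HFFs plated, 16 h 37C; compounds added; HCMV-luciferase added to MOI 1 PFU/cell; 72 h 37C; OneGlo reagent, 5 min room temperature; luminescence read, normalized to controls.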
Giardia FBPA inh: blocks Giardia fructose-bisphosphate aldolase activity | A8B2U2 | purified Giardia FBPA | Potency, µM (series often up to 59.6 µM), inactives show at the highest dose activity, negative = inhibition, usual class: inhibitors | actives 0.71% (n = 290,000) | AID 2451; further: potency means the concentration at half of the fitted maximal effect; nearly all actives have a fitted effect of over 55% in size
Target sequence (A8B2U2 whole entry, looked up): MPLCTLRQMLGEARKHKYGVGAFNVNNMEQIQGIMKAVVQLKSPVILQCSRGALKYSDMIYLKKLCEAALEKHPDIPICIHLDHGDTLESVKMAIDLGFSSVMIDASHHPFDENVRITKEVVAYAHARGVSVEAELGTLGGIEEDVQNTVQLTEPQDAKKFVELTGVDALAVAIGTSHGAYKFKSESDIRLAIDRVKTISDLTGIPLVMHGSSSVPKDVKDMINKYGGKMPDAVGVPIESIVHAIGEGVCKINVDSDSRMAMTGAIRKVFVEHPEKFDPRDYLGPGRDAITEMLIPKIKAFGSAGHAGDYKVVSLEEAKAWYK
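Giardia FBPA (40 nM reagent) was preincubated 10 min at RT with compound (up to 57.5 uM final), then substrate plus GAPDH/TPI/NAD/arsenate coupling system with diaphorase/resazurin was added; resorufin fluorescence (525/598 nm) was read after 20 min.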
AmpC detergent: blocks E. coli AmpC beta-lactamase in detergent assay | P00811 | AmpC hydrolysis of nitrocefin, absorbance 480 nm, 0.01% Triton | Potency, µM (titrated, usually from 114 µM), inactives show top-dose activity change, negative = inhibition, hits mostly inhibitors | actives 0.041% (n = 370,000) | AID 485294;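 further: potency means the concentration at half of the fitted maximal effect; 0% = no-compound wells and -100% = no-enzyme wells; nearly all actives have a fitted effect of over 25% in size; some results filed as inactive show a strong effect at the top dose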
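20 mM phosphate pH 7.0 + 0.01% (detergent screen) or 0.0001% Triton X-100; 5.3 nM AmpC reagent; cpd preinc 15 min RT; nitrocefin (800 uM stock) to start; A480 q20 s × 4 min; Activity was normalised to no-enzyme and no-compound control wells.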
An asterisk follows results filed as active; [ ] = dose if it differs, or a comment. Unless noted, the call rests on the fitted dose curve; in most records, active means well fitted curve in the direction sought with a large enough effect; inconclusive means small, poorly fitted or top-dose-only effect, or another doubt; inactive means no such curve, though single readings can be large; an effect the other way counts as inactive or inconclusive. Unless noted, on the % scale 0 is the no-effect control and ±100 the full control effect.

Preview:
For Cc1ccccc1Cn1c2ccccc2c2cnn(CC(=O)NCCCc3ccccc3)c(=O)c21 the results were Sm TGR inh 0%, HCMV inh -81* and AmpC detergent 20%.
Screening CS(=O)(=O)CCSc1ncccc1C(=O)NCc1cccs1 returned AmpC inh no detg -6%, Sm TGR inh -3%, HCV inhibitor -1%, HCMV inh -11, Giardia FBPA inh 2% and AmpC detergent -6%.
For COc1cccc(N2CCN(C3C(=O)c4ccccc4N3C(C)=O)CC2)c1 (stereo not drawn) the results were Sm TGR inh inconclusive, HCMV inh 0 and AmpC detergent -1%.
Screening O=C(NC(=S)N(CCO)Cc1ccccc1)c1ccc(S(=O)(=O)N2CCCC2)cc1 returned AmpC inh no detg -33%, Sm TGR inh 13%, HCV inhibitor 14%, HCMV inh -17, Giardia FBPA inh 8.9µM* and AmpC detergent inconclusive.
Cc1ccc(CNC(=O)CCc2c(C)nc3c(c(C)nn3-c3ccc(C)cc3)c2C)cc1 was read as AmpC inh no detg -7%, Sm TGR inh 10%, HCV inhibitor 8%, HCMV inh 153, Giardia FBPA inh 0% and AmpC detergent 12%.

The listing, previewed entries included:
For Cc1ccccc1Cn1c2ccccc2c2cnn(CC(=O)NCCCc3ccccc3)c(=O)c21 the results were Sm TGR inh 0%, HCMV inh -81* and AmpC detergent 20%.
Screening CS(=O)(=O)CCSc1ncccc1C(=O)NCc1cccs1 returned AmpC inh no detg -6%, Sm TGR inh -3%, HCV inhibitor -1%, HCMV inh -11, Giardia FBPA inh 2% and AmpC detergent -6%.
For COc1cccc(N2CCN(C3C(=O)c4ccccc4N3C(C)=O)CC2)c1 (stereo not drawn) the results were Sm TGR inh inconclusive, HCMV inh 0 and AmpC detergent -1%.
Screening O=C(NC(=S)N(CCO)Cc1ccccc1)c1ccc(S(=O)(=O)N2CCCC2)cc1 returned AmpC inh no detg -33%, Sm TGR inh 13%, HCV inhibitor 14%, HCMV inh -17, Giardia FBPA inh 8.9µM* and AmpC detergent inconclusive.
Cc1ccc(CNC(=O)CCc2c(C)nc3c(c(C)nn3-c3ccc(C)cc3)c2C)cc1 was read as AmpC inh no detg -7%, Sm TGR inh 10%, HCV inhibitor 8%, HCMV inh 153, Giardia FBPA inh 0% and AmpC detergent 12%.
Screening COc1cc(Cl)c(C)cc1NC(=O)Cn1ncc2c3ccccc3n(Cc3ccccc3)c2c1=O returned Sm TGR inh -8%, HCMV inh 32 and AmpC detergent 1%.
Screening CC(=O)c1ccc(N2CCN(C(=O)CCCCn3c(=O)[nH]c4ccsc4c3=O)CC2)cc1 returned Sm TGR inh -4%, HCMV inh -4 and AmpC detergent 1%.
`O=C(N/N=C/c1cccc(Oc2ccccc2)c1)c1ccccc1F` gave AmpC inh no detg -43%, Sm TGR inh 8%, HCMV inh -28, Giardia FBPA inh -3% and AmpC detergent -10%.
Screening COc1cccc(NS(=O)(=O)c2ccc3c(c2)n(C)c(=O)c(=O)n3C)c1 returned AmpC inh no detg -9%, Sm TGR inh -1%, HCV inhibitor 1%, HCMV inh 4, Giardia FBPA inh -12% and AmpC detergent -3%.
For COC(=O)c1nn(-c2ccccc2)c(Sc2ccc(Br)cc2)c1/C=N/O the results were AmpC inh no detg -11%, Sm TGR inh -20%, HCV inhibitor -23%, HCMV inh -14, Giardia FBPA inh -1% and AmpC detergent 2%.
Screening COc1ccc(OCc2n[nH]c(=S)n2-c2ccc(C)cc2)cc1 returned AmpC inh no detg -21%, Sm TGR inh 11%[57.1 µM], HCV inhibitor -4%, HCMV inh -33, Giardia FBPA inh 7% and AmpC detergent 1%.
`CCOC(=O)Cc1ccc(NC(=O)c2ccc(C(C)(C)C)cc2)cc1` gave AmpC inh no detg -5%, Sm TGR inh 4%, HCV inhibitor 7.1µM*, HCMV inh -88*, Giardia FBPA inh -14% and AmpC detergent -4%.
`COCCCNC(=O)CN(c1ccc(F)cc1)S(=O)(=O)c1ccc2c(c1)OCCO2` gave AmpC inh no detg 20%, Sm TGR inh 0%, HCV inhibitor 15%, HCMV inh -37, Giardia FBPA inh 0% and AmpC detergent -2%.
Screening Cc1nc2ccc(S(=O)(=O)NCC(=O)Nc3ccc(C)c(Cl)c3)cc2s1 returned Sm TGR inh 6%, HCMV inh 8 and AmpC detergent -4%.
COc1ccccc1C(=O)NC(CCSC)C(=O)NNC(=O)c1csc(N2CCOCC2)n1 (stereo not drawn) was read as AmpC inh no detg -15%, Sm TGR inh -27%, HCV inhibitor -8%, HCMV inh -40 and AmpC detergent 6%.
O=C(NCc1ccc2c(c1)OCO2)c1cc2c(s1)CSC2 was read as AmpC inh no detg -34%, Sm TGR inh -12%, HCV inhibitor 2%[8.37 µM], HCMV inh 19, Giardia FBPA inh 0% and AmpC detergent -14%.
Screening COC(=O)c1cccc(Nc2c(-c3cc(Br)ccc3O)nc3nc[nH]n23)c1 returned Sm TGR inh -28%, HCMV inh 6 and AmpC detergent 3%.
`O=[N+]([O-])c1cc(C(F)(F)F)ccc1N1CCC(O)CC1` gave AmpC inh no detg 11%, Sm TGR inh 5%, HCV inhibitor -5%, HCMV inh 71, Giardia FBPA inh -10% and AmpC detergent -8%.
For CCOC(=O)Cn1nc(-c2ccccc2)c2cnc3ccc(CC)cc3c21 the results were AmpC inh no detg 7%, Sm TGR inh -19%, HCV inhibitor inconclusive, HCMV inh inconclusive, Giardia FBPA inh -14% and AmpC detergent inconclusive.
CCCCOc1ccc(C(=O)NNC(=S)NC(=O)CC)cc1 was read as AmpC inh no detg -33%, Sm TGR inh 9%, HCV inhibitor inconclusive, Giardia FBPA inh inconclusive and AmpC detergent -14%.
Screening COCCn1c(=O)c2ccccc2c2ccccc2c1=O returned AmpC inh no detg -2%, Sm TGR inh 24%, HCV inhibitor 0%, HCMV inh -4, Giardia FBPA inh -4% and AmpC detergent -2%.
`CCn1cc2c(n1)-c1c(oc(C(=O)Nc3cccc(C(F)(F)F)c3)c1C)CC2` gave Sm TGR inh 6%, HCMV inh -36 and AmpC detergent 20%.
For Cc1ccc(C)c(NS(=O)(=O)c2csc(C(N)=O)c2)c1 the results were AmpC inh no detg -42%, Sm TGR inh -4%, HCV inhibitor -10%, HCMV inh -11, Giardia FBPA inh 12% and AmpC detergent -2%.
Screening Cc1ccc(OCCC(=O)Nc2ccc(S(=O)(=O)Nc3nccs3)cc2)cc1 returned AmpC inh no detg -45%, Sm TGR inh 0%, HCV inhibitor 8%, HCMV inh -12 and AmpC detergent -5%.
`Cc1cccc(NS(=O)(=O)c2c(C)noc2C)c1` gave AmpC inh no detg -8%, Sm TGR inh 0%, HCV inhibitor 4%, HCMV inh -32, Giardia FBPA inh -11% and AmpC detergent 0%.
For CC1CCN(C(=O)c2nc[nH]c2C(=O)N2CCC(C)CC2)CC1 the results were AmpC inh no detg -6%, Sm TGR inh -8%, HCV inhibitor 25%, HCMV inh 6 and AmpC detergent -4%.
For O=C(CN1C(=O)c2ccccc2C1=O)N1CCN=C1c1ccccc1 the results were AmpC inh no detg -3%, Sm TGR inh 31%, HCV inhibitor 25%, HCMV inh -4, Giardia FBPA inh 5% and AmpC detergent 5%.
Screening Cc1cc(=O)n2nc(N3CCCC3C(=O)Nc3ccc(C(C)C)cc3)sc2n1 (stereo not drawn) returned AmpC inh no detg 155%[activator], Sm TGR inh -20%, HCV inhibitor 3%, HCMV inh 61, Giardia FBPA inh -4% and AmpC detergent -9%.
Screening CCC(=O)Nc1ccc2c(c1)ncn2-c1ccccc1 returned AmpC inh no detg -19%, Sm TGR inh 14%, HCV inhibitor -3%, HCMV inh -5, Giardia FBPA inh 2% and AmpC detergent -6%.
`N=c1n(Cc2ccccc2Cl)c2ccccc2n1CC(O)c1ccco1` (stereo not drawn) gave AmpC inh no detg -9%, HCV inhibitor -10%, HCMV inh -13, Giardia FBPA inh 5% and AmpC detergent -1%.
O=C(Nc1ccon1)C(Sc1ccccc1)c1ccccc1 (stereo not drawn) was read as AmpC inh no detg -17%, Sm TGR inh 16%, HCV inhibitor inconclusive, HCMV inh -33, Giardia FBPA inh -9% and AmpC detergent -11%.
`CCOC(=O)/C(=C/c1ccc(Cl)cc1)NC(=O)c1ccco1` gave AmpC inh no detg -12%, Sm TGR inh -7%, HCV inhibitor 0%, HCMV inh 22, Giardia FBPA inh 0% and AmpC detergent -8%.
`O=C(Cn1nc(-c2ccco2)ccc1=O)Nc1ccc(Br)cc1` gave AmpC inh no detg -45%, Sm TGR inh inconclusive, HCV inhibitor -24%, HCMV inh -19, Giardia FBPA inh -1% and AmpC detergent inconclusive.
`Cc1ccc(C(=O)NCC(=O)N2CCc3ccccc3C2)cc1C` gave AmpC inh no detg -9%, Sm TGR inh -6%, HCV inhibitor -3%, HCMV inh -5, Giardia FBPA inh -2% and AmpC detergent -5%.
CCOc1ccc(NC(=S)Nc2ccc(OCc3ccccc3)cc2)cc1 was read as AmpC inh no detg 19%, Sm TGR inh -4%, HCV inhibitor 13%, HCMV inh 25, Giardia FBPA inh 1% and AmpC detergent -2%.
COc1ccccc1CNC(=O)C1=C(C)C(=O)OC12CCC(C)CC2 (stereo not drawn) was read as AmpC inh no detg -5%, Sm TGR inh -16%, HCV inhibitor 8%, HCMV inh 0, Giardia FBPA inh 1% and AmpC detergent -18%.
`O=C(CSc1nc2ccccc2[nH]1)Nc1ccc2c(c1)CCC2` gave AmpC inh no detg -4%, Sm TGR inh -1%, HCV inhibitor -1%, HCMV inh -14, Giardia FBPA inh -1% and AmpC detergent 0%.
Screening O=C(CSc1nnc(-c2ccccc2)n1-c1ccc(Cl)cc1)NNC(=S)Nc1ccccc1 returned AmpC inh no detg -21%, Sm TGR inh -6%, HCV inhibitor inconclusive, HCMV inh inconclusive, Giardia FBPA inh inconclusive and AmpC detergent -9%.
For Cc1ccc(Oc2nc(-c3ccccc3)ncc2S(=O)(=O)c2ccc(C)cc2)cc1 the results were AmpC inh no detg inconclusive, Sm TGR inh -1%, HCV inhibitor 5.6µM*, HCMV inh 69, Giardia FBPA inh 1% and AmpC detergent -2%.
O=C(COc1ccc2ccccc2c1)NNC(=O)c1cnccn1 was read as AmpC inh no detg -21%, Sm TGR inh -2%, HCV inhibitor -10%, HCMV inh -15, Giardia FBPA inh 4% and AmpC detergent -14%.
`CN(c1nnc(NC(=O)Nc2ccc(Br)cc2)s1)C1CCCCC1` gave Sm TGR inh 6%, HCMV inh 15 and AmpC detergent 13%.
`CCOC(=O)C1CCCN(C(=S)Nc2cccc(Cl)c2)C1` (stereo not drawn) gave AmpC inh no detg -16%, Sm TGR inh -13%, HCV inhibitor -10%, HCMV inh -24, Giardia FBPA inh 4% and AmpC detergent -11%.
`Nc1cc(=O)[nH]c(SCC(=O)c2ccc(F)cc2)n1` gave AmpC inh no detg -16%, Sm TGR inh 0%, HCV inhibitor 2%, HCMV inh 6, Giardia FBPA inh 2% and AmpC detergent -9%.
`O=C(CNC(=O)c1ccncc1)N/N=C/c1ccccn1` gave AmpC inh no detg -1%, Sm TGR inh -2%, HCV inhibitor 6%, HCMV inh -3, Giardia FBPA inh -24% and AmpC detergent 0%.

From PubChem BioAssay
